TAAR1 antag: human TAAR1 antagonists, primary screen, Fluo-8 calcium fluorescence, CHO RD-HGA16 cells | Trace amine-associated receptor 1 (Homo sapiens), Q96RJ0 | actives 1.5% (n = 360,000) | antagonist | inhibition, % at 3 µM;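 active = inhibition above a per-plate cutoff, the mean inhibition of test compounds on that plate plus 3 SD, cut at about 49% in these data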;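 note: 0% = DMSO plus EC80 beta-PEA response and 100% = DMSO alone without agonist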
Target sequence (Q96RJ0 whole entry, looked up): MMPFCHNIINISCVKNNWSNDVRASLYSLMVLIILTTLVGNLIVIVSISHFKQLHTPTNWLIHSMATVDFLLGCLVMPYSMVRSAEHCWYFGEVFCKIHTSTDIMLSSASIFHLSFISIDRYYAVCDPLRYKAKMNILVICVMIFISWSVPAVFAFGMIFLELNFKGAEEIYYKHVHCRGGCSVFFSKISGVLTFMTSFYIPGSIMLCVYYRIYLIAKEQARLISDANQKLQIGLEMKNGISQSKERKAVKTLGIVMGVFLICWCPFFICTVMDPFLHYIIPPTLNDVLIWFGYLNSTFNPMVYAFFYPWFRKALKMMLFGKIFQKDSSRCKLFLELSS
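Test system – hTAAR1-expressing CHO RD-HGA16 cells, Gα16-coupled · Also added – β-PEA at EC80 concentration, post-compound challenge · Compound – 3 µM, single point · Incubation – dye loading 75 min at 37 °C, then 30 min room temperature · Measured by – Fluo-8 intracellular calcium dye fluorescence, real-time kinetic reads · Benchmarks – vehicle and agonist controls · Replicates – singlicate, one well per test compound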
CHRM4 PAM: human M4 muscarinic receptor positive allosteric modulators, primary screen, CHO-K1 cells, Fluo-8 calcium fluorescence | Muscarinic acetylcholine receptor M4 (Homo sapiens), P08173 | CHO-K1 hM4/Gqi5, ACh EC20; 0% = ACh EC20, 100% = maximal ACh | activation, % at 3 µM | actives 0.4% (n = 360,000);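 active = activation above its plate's cutoff, the mean activation of sample wells plus 3 SD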; note: some results filed as inactive read as strong as hits
CRFBP-R2 agonist: agonists of CRF-BP/CRF-R2 complex, primary screen, cell-based, HEK293, calcium dye fluorescence, uHTS; CRF-binding protein / CRF receptor 2 complex (human); calcium dye fluorescence (FLIPR); percent of saturating CRF peptide response; activation, % at 13.2 µM; actives 0.46% (n = 350,000);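 active = activation of at least 50%, plus an integration ratio under a set limit after plate pattern correction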;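 note: plate controls were neutral control wells without compound for no effect and CRF at EC100 for full effect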
CHRM5 antagonist: human M5 muscarinic receptor antagonists, primary screen, CHO cells, Fluo-8 calcium fluorescence; Muscarinic acetylcholine receptor M5 (Homo sapiens), P08912; AID 624040, 2012; CHO-hM5 cells, ACh EC80; actives 0.59% (n = 360,000); inhibition, % at 3 µM;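 active = inhibition above a per-plate cutoff, the mean of that plate's test compounds plus 3 SD, cut at about 27% in these data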;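 note: 0% = acetylcholine EC80 with DMSO and 100% = DMSO without agonist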
Target sequence (P08912 whole entry, looked up): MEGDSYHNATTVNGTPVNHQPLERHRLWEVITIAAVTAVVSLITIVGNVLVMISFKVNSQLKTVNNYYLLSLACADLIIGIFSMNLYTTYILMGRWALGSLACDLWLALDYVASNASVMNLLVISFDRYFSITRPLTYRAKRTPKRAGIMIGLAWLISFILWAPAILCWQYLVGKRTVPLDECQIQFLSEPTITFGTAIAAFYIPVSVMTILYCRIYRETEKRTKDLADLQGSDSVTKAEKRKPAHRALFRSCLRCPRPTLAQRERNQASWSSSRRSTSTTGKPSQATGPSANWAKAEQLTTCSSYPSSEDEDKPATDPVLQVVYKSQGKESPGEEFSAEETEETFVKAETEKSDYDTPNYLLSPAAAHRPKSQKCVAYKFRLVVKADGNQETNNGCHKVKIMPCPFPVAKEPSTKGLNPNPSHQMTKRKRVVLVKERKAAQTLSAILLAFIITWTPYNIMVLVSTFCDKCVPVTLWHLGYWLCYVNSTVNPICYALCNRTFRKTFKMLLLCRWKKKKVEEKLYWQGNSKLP
M5 ag: human M5 muscarinic receptor agonists, primary screen, CHO-K1 cells, Fluo-8 calcium fluorescence; Muscarinic acetylcholine receptor M5 (Homo sapiens), P08912; CHO-K1 hM5 cells; 0% DMSO wells, 100% maximal acetylcholine response; activation, % at 3 µM; actives 0.19% (n = 360,000); AID 624037, 2012;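 active = activation above the run's mean over test compounds plus 3 SD, cut at about 23% in these data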;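 note: signal is peak over basal fluorescence ratio across the kinetic read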
M1 PAM parental: nonselective calcium activators in parental CHO-K1 cells, primary screen, counter-screen for M1 PAM project, cell-based, Fluo-8 calcium fluorescence, full deck, 1536-well | ATP EC20; 0% at ATP EC20, 100% at ATP max | activation, % at 3 µM | actives 0.02% (n = 360,000);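 active = activation above the run cutoff, the mean activation of all test compounds plus 3 SD, cut at about 40% in these data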;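 note: peak over basal fluorescence ratio in a 140 s read after ATP addition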
TAAR1 agonist: human TAAR1 agonists, primary screen, Fluo-8 calcium fluorescence, CHO RD-HGA16 cells; AID 624467, 2012; vehicle wells 0%, saturating PEA agonist 100%; Trace amine-associated receptor 1 (Homo sapiens), Q96RJ0; actives 0.99% (n = 360,000); activation, % at 3 µM;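 active = activation above the mean activation of all test compounds in the run plus 3 SD, cut at about 38% in these data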
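Test system: RD-HGA16 (CHO) cells co-expressing Gα16 and hTAAR1; dosing: one-point dosing at 3 µM (nominal); timing: 17-24 h seeding, 75 min 37 °C dye, 30 min RT; signal: kinetic Fluo-8 calcium fluorescence; read-out basis: % activation relative to PEA EC100 response; controls: DMSO and PEA EC100; replicates: n 1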
CHRM5 PAM: human M5 muscarinic receptor positive allosteric modulators, primary screen, CHO-K1 cells, Fluo-8 calcium fluorescence; Muscarinic acetylcholine receptor M5 (Homo sapiens), P08912; CHO-K1 hM5, ACh EC20 PAM; 0% = ACh EC20, 100% = ACh EC100; activation, % at 3 µM; actives 0.3% (n = 360,000); AID 624038, 2012;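 active = activation above the run cutoff, the mean activation of all test compounds plus 3 SD, cut at about 18% in these data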
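Replicates: One well per compound, no replicates | System: Human M5 receptor in CHO-K1 cells | Benchmarks: Low control EC20 acetylcholine (0%), high control EC100 acetylcholine (100%) | Probe or stimulus: Acetylcholine, EC20 level | Times: Fluo-8 loading 80 min at 37 °C plus 30 min room temperature | Signal: Intracellular calcium via Fluo-8 fluorescence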
CRFBP-R2 block: antagonists of CRF-BP/CRF-R2 complex, primary screen, cell-based, HEK293, calcium dye fluorescence, uHTS; CRF-induced calcium fluorescence; inhibition, % at 11.8 µM; actives 0.59% (n = 350,000); AID 588475, 2011;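 active = inhibition of the ligand-induced calcium signal above about 50% at the single tested concentration, limit read from the data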
* marks the source's active call; other numbers are inactive results; . = no result given.

SMILES	TAAR1 antag	CHRM4 PAM	CRFBP-R2 agonist	CHRM5 antagonist	M5 ag	M1 PAM parental	TAAR1 agonist	CHRM5 PAM	CRFBP-R2 block
CCOc1ccc(S(=O)(=O)N2CCCCC2)cc1NC(=O)CC1OC(=O)c2ccccc21 (stereo unspecified)	1.0	8.4	-0.7	0.7	1.4	-4.4	0.8	3.9	6.3
Cc1ccc(C)c(CSc2nnc(CCN)o2)c1	0.4	7.1	-1.6	-3.5	-5.3	20.4	6.8	1.5	-2.8
CNC[C@H]1Oc2cc(Br)ccc2S(=O)(=O)N([C@H](C)CO)C[C@H]1C	8.1	10.2	0.9	-9.8	1.0	-0.3	0.4	4.5	-19.3
O=C(Nc1nccs1)c1ccc(COc2ccc(Cl)cc2)o1	41.3	-6.2	-0.1	9.3	2.8	-2.1	8.4	-8.7	-19.3
Cc1c(NC(=O)CN2CCN(C(c3ccccc3)c3ccccc3)CC2)c(=O)n(-c2ccccc2)n1C	-0.8	-3.3	-2.0	-6.5	-3.9	23.6	8.7	5.8	2.0
CC(=O)Oc1ccc(N(C(C)=O)S(=O)(=O)c2cc([N+](=O)[O-])ccc2C)cc1	17.9	-5.1	-2.4	0.9	0.6	-6.2	-1.1	-1.1	17.2
O=C(NCc1nc(-c2ccc(Cl)cc2)no1)c1ccco1	-19.0	-1.9	-0.8	3.3	-1.1	17.0	-2.4	-2.2	3.4
CC(C)[C@H](NC(=O)[C@H](CCCN=C(N)N)NC(=O)NC(Cc1ccccc1)C(=O)O)C(=O)NC(C=O)CCCN=C(N)N (stereo partly specified)	-22.8	4.7	0.2	4.7	0.1	-5.9	1.6	-1.1	19.6
COc1cccc(OC)c1C(=O)NC(=S)Nc1cccc(NC(=O)c2ccco2)c1	38.5	-8.8	-0.2	12.5	0.8	8.0	7.5	-16.6	-15.1
Cc1ccc(-c2cc3nc(NCCc4ccncc4)n(C)c(=O)c3s2)cc1	18.3	1.5	.	-0.6	-1.9	16.7	2.2	-7.2	.
COc1ccc(CCNC(=O)CCN2C(=O)[C@@H]3Cc4ccccc4CN3C2=O)cc1	25.8	-6.6	2.4	-4.5	9.8	-1.5	12.5	-11.7	-9.7
COc1ccc2cc(C3(C)NC(=O)N(CC(=O)NCC(F)(F)F)C3=O)ccc2c1 (stereo unspecified)	3.7	2.0	-2.5	6.3	-2.5	10.6	0.7	-1.3	3.4
Cc1c(C=O)c2ccccn2c1C(=O)c1cccc([N+](=O)[O-])c1	-1.1	-7.8	-1.7	-8.1	-2.4	3.0	0.2	-2.0	10.1
CN(C)S(=O)(=O)c1ccc(NC(=O)CN2CCc3ccccc32)cc1	-9.3	-11.5	1.2	-1.7	2.3	-20.0	4.2	1.3	-8.8
CCOC(=O)N1CCN(CC(O)COCC2=CCC3CC2C3(C)C)CC1 (stereo unspecified)	16.2	3.6	1.1	-0.2	-10.2	22.3	2.8	-14.1	-1.1
COCCNC(=O)c1cccc(S(=O)(=O)N2CC3(C)CC2CC(C)(C)C3)c1 (stereo unspecified)	1.5	-2.8	-0.8	9.4	0.1	6.6	0.3	-2.1	-3.5
COc1ccc(OC)c(N2CC(O)(c3ccccc3)[N+]3=C2SCCC3)c1 (stereo unspecified)	-16.2	-4.3	0.6	-1.6	-16.2	18.5	0.8	5.8	-8.0
COc1cccc(C(=O)N(c2ccc(C)cc2)C2C=CS(=O)(=O)C2)c1 (stereo unspecified)	-12.9	9.8	-1.7	3.8	-4.2	24.8	-1.1	4.3	9.9
COCCNC(=S)N/N=C(\C)c1ccc(-n2ccnc2)cc1	-11.1	10.2	1.6	5.8	-2.9	24.0	4.5	-5.1	-26.0
Nc1ccc2nn(-c3ccc(F)cc3)nc2c1	6.1	2.4	-0.6	11.0	-1.1	-16.5	-0.7	-0.7	12.9

Among those listed so far, these contain a nitro group on carbon.
SMILES	TAAR1 antag	CHRM4 PAM	CRFBP-R2 agonist	CHRM5 antagonist	M5 ag	M1 PAM parental	TAAR1 agonist	CHRM5 PAM	CRFBP-R2 block
CC(=O)Oc1ccc(N(C(C)=O)S(=O)(=O)c2cc([N+](=O)[O-])ccc2C)cc1	17.9	-5.1	-2.4	0.9	0.6	-6.2	-1.1	-1.1	17.2
Cc1c(C=O)c2ccccn2c1C(=O)c1cccc([N+](=O)[O-])c1	-1.1	-7.8	-1.7	-8.1	-2.4	3.0	0.2	-2.0	10.1

The results go on.
SMILES	TAAR1 antag	CHRM4 PAM	CRFBP-R2 agonist	CHRM5 antagonist	M5 ag	M1 PAM parental	TAAR1 agonist	CHRM5 PAM	CRFBP-R2 block
COc1ccc(-c2ccc3[nH]c4c(c3c2)CCN2C[C@@H]([C@H](C)OC(=O)Nc3cc(Cl)cc(Cl)c3)[C@@H](N(C)C(=O)Nc3cc(Cl)cc(Cl)c3)C[C@@H]42)cc1	-9.0	13.9	0.9	-1.1	1.9	-9.2	3.2	5.4	-10.0
CCc1ccccc1N(C(=O)CNC(=O)c1ccco1)C(C(=O)NC1CCCC1)c1cccnc1 (stereo unspecified)	-7.6	-3.4	-0.9	4.9	-1.6	-5.7	-1.6	5.6	-2.1
CC[C@@]1(c2ccccc2OC)C(=O)N(C(=O)OC)N1C(=O)OC	.	0.2	-0.6	6.6	0.7	12.9	.	7.2	6.7
O=C(N/N=C\c1c(O)ccc2ccccc12)c1ccc(Cn2cccn2)o1	5.0	-1.4	32.5	-1.5	0.0	18.9	7.8	-7.5	-43.8
CN(C)CCOC(=O)CC12CC3CC(C1)CC(CC(=O)OCCN(C)C)(C3)C2	8.8	-8.4	-1.4	4.7	-2.3	15.2	4.6	9.9	6.4
Cc1cnc(NC(=O)Cc2cccs2)s1	-3.4	1.4	1.6	7.7	3.2	-10.5	0.5	3.2	-19.9
Cn1nnnc1SCC(=O)NC1CCCCC1	2.5	1.9	-0.2	0.1	2.0	16.1	4.4	2.6	-1.4
CC(=O)NC(=S)Nc1ccc(NC(=O)COc2ccc(C(C)C)cc2)cc1	17.2	1.5	1.2	4.5	-3.3	-9.2	0.9	-0.8	-33.2
COc1cc2oc(=O)cc(CN3CCN(c4ccccc4OC)CC3)c2cc1Cl	-8.6	7.8	.	-5.2	1.9	17.9	1.1	6.1	.
Cc1cc(C(=O)COc2ccc3ccc(=O)oc3c2)c(C)n1C	0.7	0.0	0.9	-3.7	-0.9	14.8	3.0	4.1	-7.7
COc1ccccc1N1CCN(C(=O)C(CC(C)C)NC(=O)C2CCCCC2)CC1 (stereo unspecified)	18.4	-0.2	-1.3	-5.0	-4.2	13.2	-5.2	4.7	4.0
Cc1ccc(CNC(=O)c2nccnc2C(=O)O)cc1	-12.4	-2.2	1.1	-6.0	-4.0	-29.2	-0.3	-5.1	-16.4
COC(=O)[C@]12CCCCC=C1N(Cc1ccc(Cl)cc1Cl)C(=O)[C@H](CC(=O)N1CCCCC1)C2	23.7	-7.9	.	9.7	-0.1	10.1	11.4	-13.4	.
Cc1n[nH]c(=O)nc1N/N=C/c1ccc(O)c([N+](=O)[O-])c1	4.1	5.9	-6.5	-0.6	-0.6	-11.9	0.8	1.0	-2.4
CN(C)c1ccc(CN(C(=O)COc2ccc(F)cc2)C2CCS(=O)(=O)C2)cc1 (stereo unspecified)	.	10.6	-0.3	-0.9	1.0	27.4	.	-1.2	-0.6
O=C(CSc1ccc(-c2ccco2)nn1)NCc1ccc2c(c1)OCO2	-13.1	-5.8	-5.1	0.9	4.9	14.8	-0.9	7.2	-6.3
CCN(CC(=O)Nc1ccc(OC)cc1)C(=O)c1ccc2c(c1)NC(=O)C(C)S2 (stereo unspecified)	-10.9	4.1	-0.5	-0.5	0.8	-11.1	3.2	-2.1	3.2
O=C(NCCOc1ccccc1-c1ccccc1)c1ccco1	6.7	-4.6	0.8	13.4	-0.5	4.0	0.4	-8.6	15.2
CN(C)S(=O)(=O)c1cccc(C(=O)Nc2n[nH]c(C(F)(F)F)n2)c1	-25.5	5.2	1.3	6.8	-2.0	8.4	1.4	-2.2	-38.2
COC(=O)C1=CO[C@@H](O[C@@H]2O[C@H](CO)[C@@H](O)[C@H](O)[C@H]2O)C2C1C=C[C@@]2(O)CO (stereo partly specified)	12.7	17.4	-0.3	-3.3	2.1	10.8	10.4	11.7	2.3
CCOC(=O)c1cnc2c(C(=O)OC)cccc2c1NCc1cccnc1	10.7	-7.1	1.3	4.6	-3.3	8.3	2.3	-4.8	-12.1
COc1cc2c(cc1OC)C(C)N(C(=O)c1c(C)noc1C)CC2 (stereo unspecified)	-13.8	9.3	-1.1	-1.0	2.2	17.9	4.6	6.6	13.0
COc1cccc(N2CCN(C(=O)C3CCN(S(=O)(=O)c4ccc5c(c4)oc(=O)n5C)CC3)CC2)c1	14.6	5.9	4.2	0.5	1.3	13.2	2.5	-9.4	27.0
CCS(=O)(=O)NCc1csc(C)n1	-18.0	-4.5	-0.1	-6.3	4.3	12.7	3.4	12.2	-0.9
Nc1c(Cl)c(Cl)nc(C(=O)OCC(=O)NC2CCCCC2)c1Cl	-9.5	-3.4	0.0	-15.6	-1.6	-2.3	1.9	2.2	-6.6
Cc1cc(C(=O)NNc2cc(Cl)ccc2Cl)no1	7.9	11.2	-0.9	0.3	-2.5	13.9	4.1	8.8	-8.2
O=C(Cn1ccc2ccccc2c1=O)NCCC(=O)N1CCN(C2CCCCC2)CC1	-6.6	7.2	0.0	6.4	-7.3	0.9	7.6	-5.5	11.9
Cc1ccccc1CC(=O)NCCN1CCCCC1	-1.1	4.0	0.0	0.4	-16.9	26.2	-0.6	0.2	-14.3
COc1ccc(Cl)cc1NC(=O)COC(=O)C1COc2ccccc2O1 (stereo unspecified)	6.7	4.1	-1.9	2.3	1.0	18.3	-0.8	-0.5	6.1
CCOc1ccc(-c2nnc(SCC(=O)N(CC)CC)n2N)cc1	18.7	-5.8	-2.8	-3.0	0.4	1.2	0.1	-0.3	9.5
COc1cccc(N2CC(C(=O)Nc3nnc(SCC(=O)c4ccccc4)s3)CC2=O)c1 (stereo unspecified)	8.9	-14.2	-1.1	11.1	0.5	11.7	4.2	-3.6	24.1
Cc1noc(C)c1COc1ccccc1C(=O)N(C)Cc1ccc(C(C)(C)C)cc1	48.1	-1.3	-0.1	12.6	6.8	14.1	24.4	-20.0	31.5
